Screens from PubChem.
AMA1 RON2 block: disrupts binding of P. falciparum AMA1 to RON2 | AlphaScreen AMA1-biotinylated RON2 peptide binding | Potency, µM (titrated, usually from 58.2 µM), for inactives: at the highest dose activity change, negative = inhibition, hits mostly inhibitors | hit rate 0.2% among 360,000 | AID 720542;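 also: potency is read from the fitted curve at half-maximal effect; 0% = vehicle wells and -100% = peptide control; nearly all actives have a fitted effect of over 45% in size; some results filed as inactive show a strong effect at the top dose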
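AMA1 (3D7) with his tag at 25 nM final met compounds first, then biotinylated RON2 peptide at 25 nM; detection used donor plus acceptor beads, 10 µg/mL apiece, read by AlphaScreen after 30 min at room temperature.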
HCMV antiviral: inhibitors of human cytomegalovirus; HFF cells, HCMV-luciferase reporter, 72 h; stronger effect = lower value; activity change, negative = inhibition, % at 57.5 µM; hit rate 4.5% among 410,000; AID 1259415; in the data active = activity change below about -60%; inconclusive = no clear call, values can overlap the other calls; inactive = above about -39%
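Compounds were evaluated in HFFs infected with an HCMV luciferase reporter virus (MOI 1 PFU/cell). Luciferase in lysates collected 72 h post infection served as the replication measure.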
AmpC inh detg: inhibitors of E. coli AmpC beta-lactamase with detergent | P00811 | AmpC hydrolysis of nitrocefin, absorbance 480 nm, 0.01% Triton | Potency, µM (highest dose often 114 µM), inactives show at the highest dose activity change, negative = inhibition, hits mostly inhibitors | hit rate 0.041% among 370,000 | AID 485294;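 also: potency is read from the fitted curve at half-maximal effect; 0% = no-compound wells and -100% = no-enzyme wells; nearly all actives have a fitted effect of over 25% in size; some results filed as inactive show a strong effect at the top dose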
Target sequence (P00811 whole entry, looked up): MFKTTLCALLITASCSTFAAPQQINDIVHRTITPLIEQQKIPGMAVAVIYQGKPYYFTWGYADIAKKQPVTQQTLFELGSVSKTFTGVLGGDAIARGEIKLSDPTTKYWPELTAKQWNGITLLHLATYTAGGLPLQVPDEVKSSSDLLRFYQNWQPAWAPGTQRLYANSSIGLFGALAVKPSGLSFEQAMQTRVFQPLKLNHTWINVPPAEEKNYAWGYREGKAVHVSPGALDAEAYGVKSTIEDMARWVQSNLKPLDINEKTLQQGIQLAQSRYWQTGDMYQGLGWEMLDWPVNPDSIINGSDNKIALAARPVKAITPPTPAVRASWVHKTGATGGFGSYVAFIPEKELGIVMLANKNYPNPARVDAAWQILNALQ
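AmpC (5.3 nM in the dispensed reagent) in 20 mM phosphate pH 7.0 with 0.01% (detergent screen) or 0.0001% Triton X-100 was preincubated with compounds for 15 min at room temperature. Nitrocefin was then added from an 800 uM solution, and hydrolysis was followed at 480 nm.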
HCV inh: HCV inhibition; hit rate 3.4% among 340,000; Potency, µM (series often up to 41.8 µM), without a hit: top-dose activity change, negative = inhibition, most hits filed as inhibitors; AID 651820; Huh7.5.1 HCVcc-Cre infection, luciferase reporter, 44 h; also: potency is read from the fitted curve at half-maximal effect
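Reporter virus HCVcc-Cre (~0.5 moi) infects cells exposed to compound; seeding density 1,000 cells/well with 4 h settling beforehand. Luminescence, 15 sec read, taken 44 h post-infection following a 15 min RT substrate incubation.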
TbPYK inhibitor: T. brucei pyruvate kinase inhibition; Q57TT1; TbPYK enzyme, Kinase-Glo Plus ATP luminescence, 45 min; Potency, µM (highest dose often 76.8 µM), for the others: at the top dose activity, negative = inhibition, usual class: inhibitors; hit rate 0.12% among 410,000; AID 624173; also: potency is read from the fitted curve at half-maximal effect; nearly all actives have a fitted effect of over 50% in size
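Screened from lowest to highest concentration, compounds were pinned into TbPYK/substrate mixtures, and ADP (130 uM final) was added. Plates sat at room temperature for 45 min prior to Kinase-Glo Plus detection by luminescence.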
LmPK inh: blocks Leishmania mexicana pyruvate kinase activity. purified LmPK, Kinase-Glo ATP luminescence, 1 h. Potency, µM (doses to about 57.5 µM), for inactives: top-dose activity change, negative = inhibition, hits mostly inhibitors. hit rate 0.37% among 290,000; also: potency is read from the fitted curve at half-maximal effect
Target sequence (Q27686 whole entry, looked up): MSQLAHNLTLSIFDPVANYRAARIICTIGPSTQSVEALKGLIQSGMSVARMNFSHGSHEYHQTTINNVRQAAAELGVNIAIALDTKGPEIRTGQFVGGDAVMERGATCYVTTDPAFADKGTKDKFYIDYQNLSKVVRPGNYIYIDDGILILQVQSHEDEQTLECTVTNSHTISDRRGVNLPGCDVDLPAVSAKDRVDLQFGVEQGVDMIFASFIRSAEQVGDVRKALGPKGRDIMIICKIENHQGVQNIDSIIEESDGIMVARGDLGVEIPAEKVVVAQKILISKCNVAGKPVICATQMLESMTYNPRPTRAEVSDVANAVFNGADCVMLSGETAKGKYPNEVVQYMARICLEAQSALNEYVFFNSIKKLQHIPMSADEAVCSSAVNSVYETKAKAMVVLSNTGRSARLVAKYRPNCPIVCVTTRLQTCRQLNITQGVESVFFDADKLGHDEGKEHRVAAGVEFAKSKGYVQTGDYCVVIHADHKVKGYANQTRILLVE
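In 50 mM imidazole pH 7.2 with 7 mM MgCl2, LmPK (0.1 nM) turned over PEP (0.5 mM) and ADP (0.1 mM) for 1 h at room temperature. Luciferase read-out of ATP.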
AmpC no deterg: blocks E. coli AmpC beta-lactamase in detergent-free assay | hit rate 0.52% among 330,000 | AmpC nitrocefin hydrolysis, absorbance 480 nm, 0.0001% Triton | P00811 | Potency, µM (top dose mostly 57.1 µM), without a hit: at the top dose activity change, negative = inhibition, actives largely listed as inhibitors;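 also: potency is read from the fitted curve at half-maximal effect; plate controls were no compound for no effect and no enzyme for full effect; nearly all actives have a fitted effect of over 20% in size; some results filed as inactive show a strong effect at the top dose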
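20 mM phosphate pH 7.0 + 0.01% (detergent screen) or 0.0001% Triton X-100; 5.3 nM AmpC reagent; cpd preinc 15 min RT; nitrocefin (800 uM stock) to start; A480 q20 s × 4 min; Activity was normalised to no-enzyme and no-compound control wells.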
Starred values were filed as active, the others as inactive; ? = inconclusive; . = no result given; & = joins results of further samples; [ ] = another dose, or the depositor's remark. Unless noted, calls follow the shape of the dose curve; as a rule, active = well fitted curve in the direction sought with a large enough effect; inconclusive = small, poorly fitted or top-dose-only effect, or another doubt; inactive = no such curve, though single readings can be large; an effect the other way counts as inactive or inconclusive. Unless noted, % is scaled to controls: 0 for no effect and ±100 for the full control effect.

SMILES | AMA1 RON2 block | HCMV antiviral | AmpC inh detg | HCV inh | TbPYK inhibitor | LmPK inh | AmpC no deterg
CC(C)c1nnc(NC(=O)CCCCCN2C(=O)C3C4C=CC(C4)C3C2=O)s1 (configuration not stated) | 7% | ? | ? | ? | 1% | -2% | 16%
CC(C)(C)NC(=O)NC(=O)CN1CCN(S(=O)(=O)c2ccc3c(c2)CCCC3)CC1 | 1% | -17 | 1% | -27% | -5% | . | 110%[activator]
CCOC(=O)[C@]12CCCC=C1N(Cc1ccc3c(c1)OCO3)C(=O)[C@H](CC(=O)N1CCN(C(=O)c3ccco3)CC1)C2 | 2% | 13 | . | . | 5% | . | .
COC(=O)c1scc(C)c1-n1ccc(C(=O)C(=O)N(C)C)c1 | -1% | 16 | 2% | 19% | -4% | -1% | -9%
COc1ccc(CCNC(=O)c2ccc(-c3cccc([N+](=O)[O-])c3)o2)cc1OC | -22% | 5 | 1% | ? | 0% | 7% | 88%[activator]
CCOc1ccc(N(C)S(=O)(=O)c2ccc3[nH]cc(C(=O)NCC(OC)OC)c(=O)c3c2)cc1 | -1% | -28 | ? | ? | -3% | 2% | 119%[activator]
CCOC(=O)c1c(S(=O)(=O)NCc2cccs2)c(C)n(C)c1C | -9% | -33 | 2% | -4% | -4% | 2% | -13%
CCN1CCC(N(Cc2ccc(F)cc2)C(=O)Nc2ccc(C)c(F)c2)CC1 | . | 65 | 7% | . | 0% | . | .
Cc1cc(CN(C)C)c(OC(=O)N(C)C)cc1C | 2% | 17 | -12% | -7% | 4% | 2% | -5%
O=C(CCN1C(=O)c2ccccc2C1=O)Nc1ccc(F)cc1F | -6% | -31 | -16% | -4% | 3% | 0% | -15%

Complete entries from above. Order of screens: AMA1 RON2 block | HCMV antiviral | AmpC inh detg | HCV inh | TbPYK inhibitor | LmPK inh | AmpC no deterg
`CCOC(=O)[C@]12CCCC=C1N(Cc1ccc3c(c1)OCO3)C(=O)[C@H](CC(=O)N1CCN(C(=O)c3ccco3)CC1)C2` is entered as 2% | 13 | . | . | 5% | . | .
`CCOC(=O)c1c(S(=O)(=O)NCc2cccs2)c(C)n(C)c1C` is entered as -9% | -33 | 2% | -4% | -4% | 2% | -13%

The results go on.
SMILES | AMA1 RON2 block | HCMV antiviral | AmpC inh detg | HCV inh | TbPYK inhibitor | LmPK inh | AmpC no deterg
NC(=O)[C@H]1CC2(CC(c3cccc(NC(=O)[C@H]4CCC(=O)N4)c3)=NO2)CN1C(=O)c1cc([N+](=O)[O-])cc([N+](=O)[O-])c1 (some centres not stated) | -4% | 11 | -3% | -17% | -6% | 6% | 17%
Cc1cccc(OCCSc2cc(C)nc(N)n2)c1 | -5% | -16 | ? | -15% | -15% | 2% | 3%
COc1ccc(CNC(=O)CCc2nc(-c3ccc(C)cc3)no2)c(OC)c1 | . | 0 | 5% | . | 1% | . | .
CCc1ccccc1NC(=O)CC1Sc2ccc(C(F)(F)F)cc2NC1=O (configuration not stated) | . | 9 | 11% | . | -6% | . | .
CCOC(=O)Nc1ccc2nc(Sc3ccc(Cl)cc3)sc2c1 | 3% | -34 | 4% | 14µM* | 1% | 6% | -21%
Cc1ccc(NC(=O)COC(=O)c2ccco2)cc1S(=O)(=O)N1CCCCC1 | -4% | 0 | . | . | -8% | . | .
O=C(Nc1cc([N+](=O)[O-])c2[nH]c(=O)c3ccccc3c2c1)C(F)(F)F | -8% | ? | . | ? | -6% | . | .
COc1cc(NC(=O)c2cccc(NC3=NC4CS(=O)(=O)CC4S3)c2)cc(OC)c1OC (configuration not stated) | 10% | 39 | 0% | 10% | 3% | 0% | -11%
CCCC(c1nnnn1Cc1ccc(F)cc1)N1CCN(C2CCCCC2)CC1 (configuration not stated) | 25% | -12 | -16% | -12% | 4% | -3% | 7%
COc1cc(NCC2COc3c(ccc(OC)c3OC)C2=O)c([N+](=O)[O-])cc1OC (configuration not stated) | ? | 31 | . | . | 4% | . | .
CC(C)CCNC(=O)COc1ccc(N(C)S(=O)(=O)c2ccc(F)cc2)cc1 | -3% | -87* | ? | -7% | -2% | 2% | 26%
Cc1nc2ccccn2c1C(=O)NNC(=O)Nc1cccc(C(F)(F)F)c1 | 123%[activator] | -2 | 6% | 9% | -10% | 2% | 12%
Cc1cc(C)cc(-n2c(SCC(=O)Nc3ccccc3F)nc3c(oc4ccccc43)c2=O)c1 | . | -7 | 4% | . | 1% | . | .
CS(=O)(=O)Nc1nnc(SCC(=O)N(c2ccccc2)c2ccccc2)s1 | 0%[2.32 µM] | 7 | ? | 4% | -14% | 3% | -20%
CC1(c2nnc(-c3ccncc3)o2)CC(c2cccc(Cl)c2)=NO1 (configuration not stated) | -4% | -11 | . | 13% | 6% | . | .
COc1ccc(/C(C)=N/OC/C(O)=C(\C#N)c2nc3ccccc3[nH]2)cc1 | 19% | -14 | -12% | 26% | 0% | -5% | -13%
CCC(C)CCCCCCCCCCC(=O)O (configuration not stated) | -12% | 21 | . | 1% | 1% | . | .
COc1ccccc1OCC(=O)Nc1ccccn1 | 4% | 48 | ? | -15% | ? | 13µM* | -8%
Clc1ccccc1Nc1nc(NCC2CC2)nc2ccsc12 | -2% | -38 | . | . | -3% | . | .
Cc1ccc(OCC(O)CNCc2ccccc2)cc1C (configuration not stated) | -13% | -2 | -3% | -11% | -2% | -8% | -5%
CCOC(=O)c1ccc(NC(=O)c2nc[nH]c2C(=O)N[C@@H](C)CO)cc1 | 118%[activator] | -13 | . | . | 1% | . | .
CN(C)c1nc(NCc2ccccc2)nc(SCC(=O)Nc2ccccc2)n1 | 4% | ? | -1% | ? | -3% | -5% | -17%
O=C(COC(=O)c1ccc(Br)o1)Nc1ccc2[nH]c(=O)[nH]c2c1 | -12% | -11 | -8% | 9% | 2% | . | -37%
CC(C)CC1C(=O)N(Cc2cn(CC3CCCCC3)nn2)CCS(=O)(=O)N1Cc1ccc(-c2ccc(Cl)c(Cl)c2)cc1 (configuration not stated) | -6% | -9 | . | . | -1% | . | .
Cn1nnnc1SCCNCc1ccc(OCc2ccccc2Cl)cc1 | . | -105* | -5% | . | -13% | . | .
CCN(CC)S(=O)(=O)c1ccc(O)c(NC(=O)c2ccc(N3CCOCC3)c([N+](=O)[O-])c2)c1 | 4% | -4 | 1% | ? | -17% | 5% | 20µM*
N/C(=N\OC(=O)Cc1ccccc1[N+](=O)[O-])c1ccccn1 | 45%[activator] | 23 | 0% | -17% | -5% | -4% | -2%
CCOC(=O)/C(C#N)=C/c1cc2cc(C)c(C)cc2nc1Cl | -8% | -6 | -1% | -4% | -1% | 4% | 0%
CCN(c1ccccc1)S(=O)(=O)c1c(C)nc2scc(C)n2c1=O | . | -11 | -3% | . | 2% | . | .
CC(C)CNC(=S)NC1CCCC1 | 0% | -29 | -11% | -2% | 11% | 3% | -7%
CC(C)C12NC(=O)NC(=O)N1CCS2 (configuration not stated) | 1% | -26 | . | 17% | 3% | . | .
CCOC(=O)c1c(NC(=O)C2C3C=CC(CC3)C2C(=O)O)sc(C)c1C (configuration not stated) | -3% | 7 | 1% | 6% | -1% | -1% | -24%
CC(C)C[C@H](NC(=O)C1(c2ccccc2)CCN(C(=O)OC(C)(C)C)CC1)C(=O)N1CCC[C@H]1C(=O)O | -10% | 24 | ? | ? | 1% | -1% | 34%
Cc1ccc(S(=O)(=O)CCC(=O)c2ccc(F)cc2)cc1 | 5% | -6 | 7% | 14% | -2% | 0% | -10%
Cn1c(CC(=O)Nc2ccccc2)c(Sc2ccccc2)c2ccccc21 | 0% | 8 | ? | 2% | 4% | 1% | -20%
O=C(CSc1nc(-c2ccccc2)c(-c2ccccc2)[nH]1)Nc1nccs1 | 0% | ? | -11% | ? | 0% | 7% | -42%
CCOc1ccc(C(=O)C2CCN(CC(=O)Nc3nccs3)CC2)cc1 | 14% | 17 | 9% | -30% | -1% | -2% | 15%
Cc1cc(N2CCN(C(=O)OC(C)(C)C)CC2)n2ncnc2n1 | -29% | -14 | -15% | 8% | 2% | 6% | -13%
CC1CCN(S(=O)(=O)c2ccc3c(c2)N(CC(=O)NCCCN2CCCCC2)C(=O)CS3)CC1 | 15% | ? | -7%&7% | 25% | 0%&-3% | 1% | 11%
CC(NC(=O)NC1CCCCC1)c1ccc2c(c1)OCO2 (configuration not stated) | 1% | -9 | 4% | -21% | 1% | 7% | -8%
O=S(O)OC1CS(=O)(=O)CC1c1ccccc1 (configuration not stated) | 8% | 11 | -4% | 1% | 5% | 0% | -5%
COc1ccc(CNC(=O)c2cncc(Br)c2)cc1 | 0% | 20 | 4% | 20% | -3% | 0% | -11%
Cc1ccc(S(=O)(=O)NC(=O)Nc2ccc(F)c(F)c2)cc1 | 16% | 65 | -3% | 11% | -6% | 0% | -4%
NC(Cc1ccc(Cl)cc1)c1csc(Nc2nccc(C(F)(F)F)n2)n1 (configuration not stated) | 85%[activator] | -2 | . | . | 2% | . | .
CC(=O)N1CN(CCCn2ccnc2)Cc2c1sc1c2CCCC1 | -18% | 19 | ? | 4% | 2% | -1% | 20%
CCC(=O)c1ccc(OCC(=O)Nc2ccc(N3CCCCC3)cc2)cc1 | -9% | -6 | 5% | 11µM* | 3% | . | -10%
CCOC(=O)CC1NC(=O)c2ccccc21 (configuration not stated) | -4% | 14 | -1% | 14% | -4% | 5% | -4%
O=C(NCc1cccs1)c1cc(C2CC2)on1 | 25% | 19 | ? | 8% | 2% | 0% | -4%
COc1cc(C(O)c2nc(-c3ccccc3)cs2)ccc1F (configuration not stated) | 3% | ? | . | . | 0% | . | .
COc1cc2cc(C(=O)Nc3ccc4c(c3)OCCO4)[nH]c2cc1OC | -8% | -68* | 10% | ? | -9% | 6% | -20%

Next compounds
SMILES | AMA1 RON2 block | HCMV antiviral | AmpC inh detg | HCV inh | TbPYK inhibitor | LmPK inh | AmpC no deterg
COc1ccc(F)cc1S(=O)(=O)NCc1cc(=O)n(C)c(=O)n1C | 13% | 0 | 5% | 1% | -3% | -6% | -11%
Cc1cccc(/C=C2\CCC(=C3SCCCS3)C2=O)c1 | -10% | ? | ? | -28% | -14% | ? | -5%
CCCCn1c(N)c(N(CCC(C)C)C(=O)c2cccc(S(=O)(=O)N3CCN(C)CC3)c2)c(=O)[nH]c1=O | -13% | -19 | ? | 20% | 6% | . | -22%
Cc1cc(NC(=O)CN2C(=O)NC3(CCCCCC3)C2=O)ccc1Br | -10% | 38 | 3% | ? | 0% | . | -11%
CC(C)[C@H](NC(=O)c1ccc(Cl)cc1Cl)C(=O)NNC(=O)c1ccco1 | 27% | 16 | . | 4% | 5% | . | -2%
